Pin1 inhibitor = human Pin1 inhibition. Q13526. Pin1 FP peptide displacement, HiFluor488, 10 min. Potency, µM (top dose mostly 115 µM), for inactives: at the highest dose activity, negative = inhibition, most hits filed as inhibitors. 0.009% of 390,000 active; active = well fitted inhibition curve with a large enough effect in the polarisation, with a control signal flat, not every such curve was filed as active; inconclusive = small, poorly fitted or top-dose-only effect, or effect the other way, or a change in a side signal; inactive = no such curve, though single readings can be large or run the other way; the % refers to the polarisation; note: potency is the fitted concentration of half-maximal effect; % is set by controls: 0 for no effect and ±100 for the full control effect
PGK inhibitor = inhibitors of T. brucei phosphoglycerate kinase | PGK/GAPDH coupled, Kinase-Glo luminescence, 60 min | Potency, µM (top dose mostly 57.5 µM), without a hit: at the highest dose activity change, negative = inhibition, most hits filed as inhibitors | 0.043% of 380,000 active | AID 602233; note: potency is the fitted concentration of half-maximal effect; % is set by controls: 0 for no effect and ±100 for the full control effect; nearly all actives have a fitted effect of over 60% in size
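Luminescent ATP detection (Kinase-Glo Plus) follows a 60-minute room-temperature incubation, with wells lacking PGK as controls. Buffer: 100 mM TEA (pH 7.6), 5 mM MgCl2, 0.01% Tween-20. Coupling enzyme GAPDH (100 nM final) supplies unstable 1,3-BPG in-well.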
ERG Ets-DNA blk = inhibitors of human ERG Ets domain-DNA interaction | 0.028% of 370,000 active | Potency, µM (top dose mostly 76.9 µM), for the others: at the highest dose FP activity, negative = inhibition, hits mostly inhibitors | P11308 | AID 624246 | fluorescence polarization, His-ERG Ets domain / labelled DNA; active = well fitted inhibition curve with a large enough effect in the polarisation, with a control signal flat; inconclusive = small, poorly fitted or top-dose-only effect, or effect the other way, or a change in a side signal; inactive = no such curve, though single readings can be large or run the other way; the % refers to the polarisation;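 note: polarization taken with two DNA probes labelled with fluorescein and Texas red; potency is the fitted concentration of half-maximal effect; % of control where 0% means no effect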
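His-tagged ERG Ets domain (1 uM in the protein solution; 300mM KCl, 50mM Tris-HCl, 1mM EDTA, 1mM DTT, pH 7.5) received compound, then a probe mix of 5 nM fluorescein-DNA and 100nM Texas-615-DNA. Fluorescence polarization was read for both dyes.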
JMJD2A Tudor inh = inhibitors of human JMJD2A Tudor domain; O75164; AlphaScreen JMJD2A-Tudor / H3K4me3 peptide binding; Potency, µM (doses to about 114 µM), for the others: at the highest dose activity change, negative = inhibition, most hits filed as inhibitors; 4.4% of 390,000 active; AID 504339; note: potency is the fitted concentration of half-maximal effect; % is set by controls: 0 for no effect and ±100 for the full control effect; nearly all actives have a fitted effect of over 50% in size
Target sequence (O75164 whole entry, looked up, the tested form may be a part): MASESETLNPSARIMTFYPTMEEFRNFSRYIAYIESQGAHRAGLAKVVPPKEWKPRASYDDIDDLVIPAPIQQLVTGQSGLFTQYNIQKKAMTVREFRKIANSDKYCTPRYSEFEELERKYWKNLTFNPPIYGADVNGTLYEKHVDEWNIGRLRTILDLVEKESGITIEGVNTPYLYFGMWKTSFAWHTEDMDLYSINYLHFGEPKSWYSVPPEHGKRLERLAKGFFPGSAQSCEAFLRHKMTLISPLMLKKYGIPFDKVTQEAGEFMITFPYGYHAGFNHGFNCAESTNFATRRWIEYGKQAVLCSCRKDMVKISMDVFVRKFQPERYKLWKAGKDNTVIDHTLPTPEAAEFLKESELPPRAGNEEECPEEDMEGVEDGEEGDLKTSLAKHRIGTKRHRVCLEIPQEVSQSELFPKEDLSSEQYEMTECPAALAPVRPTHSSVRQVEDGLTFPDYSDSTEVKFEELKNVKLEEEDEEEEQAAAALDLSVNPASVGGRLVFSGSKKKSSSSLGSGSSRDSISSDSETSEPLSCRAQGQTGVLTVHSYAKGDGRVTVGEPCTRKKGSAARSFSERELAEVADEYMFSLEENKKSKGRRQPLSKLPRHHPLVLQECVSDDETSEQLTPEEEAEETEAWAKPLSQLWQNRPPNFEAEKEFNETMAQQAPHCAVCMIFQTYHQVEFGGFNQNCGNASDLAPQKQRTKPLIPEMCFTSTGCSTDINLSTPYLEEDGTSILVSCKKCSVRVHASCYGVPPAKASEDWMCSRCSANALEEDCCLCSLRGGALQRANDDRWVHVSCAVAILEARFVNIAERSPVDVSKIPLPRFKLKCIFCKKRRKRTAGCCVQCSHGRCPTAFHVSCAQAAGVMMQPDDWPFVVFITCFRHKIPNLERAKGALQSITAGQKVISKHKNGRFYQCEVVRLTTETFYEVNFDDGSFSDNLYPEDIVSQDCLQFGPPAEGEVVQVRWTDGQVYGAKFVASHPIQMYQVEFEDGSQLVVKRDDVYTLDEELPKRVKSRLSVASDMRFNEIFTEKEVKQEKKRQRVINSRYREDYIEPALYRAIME
BAZ2B inh = BAZ2B (human) inhibition; Q9UIF8; AlphaScreen BAZ2B-H3K14Ac peptide displacement; Potency, µM (highest dose often 114 µM), for inactives: top-dose activity change, negative = inhibition, actives largely listed as inhibitors; 4.4% of 360,000 active; AID 504333; note: potency is the fitted concentration of half-maximal effect; % is set by controls: 0 for no effect and ±100 for the full control effect; nearly all actives have a fitted effect of over 60% in size
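BAZ2B (50 nM) with biotin-H3(5-23)K14Ac peptide (50 nM) in PBS pH 7.4, 0.01% Tween-20, preformed 30 min, then compound 30 min at room temperature; top concentration 110uM. AlphaScreen streptavidin donor/nickel chelate acceptor beads (10 ug/mL final), 20 min dark, signal read.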
HP1b binding inh = inhibitors of HP1-beta chromodomain binding to methylated histone tails; AlphaScreen HP1-beta / biotin-H3K9me3 peptide binding; Potency, µM (highest dose often 114 µM), for inactives: top-dose activity change, negative = inhibition, hits mostly inhibitors; 0.56% of 390,000 active; AID 540317; note: potency is the fitted concentration of half-maximal effect; nearly all actives have a fitted effect of over 70% in size; inactives centre near 23
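HP1-beta protein (50 nM final) preincubated 30 min at room temperature with biotinylated H3(1-18)K9me3 peptide (50 nM) in PBS pH 7.4, 0.01% Tween-20, then compound added for 30 min. AlphaScreen streptavidin donor/nickel chelate acceptor beads (10 ug/mL final), 30 min dark, luminescence read.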
G9a inh = G9a (human) methyltransferase inhibition; Q96KQ7; G9a H3K9 monomethylation, AlphaScreen, 2 h; Potency, µM (highest dose often 102 µM), for inactives: at the highest dose activity, negative = inhibition, hits mostly inhibitors; 8.8% of 350,000 active; AID 504332; note: potency is the fitted concentration of half-maximal effect; % is set by controls: 0 for no effect and ±100 for the full control effect; nearly all actives have a fitted effect of over 75% in size
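Compounds were preincubated with 20 nM G9a for 15 min, after which biotinylated H3K9 peptide (500 nM) and SAM (20 uM) started a 2 h room-temperature reaction. Monomethylated product was quantified by antibody-based AlphaScreen chemiluminescence.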
GLS inh = blocks human kidney-isoform glutaminase activity; GLS enzymatic activity, qHTS titration; 0.21% of 410,000 active; Potency, µM (doses to about 45.5 µM), for inactives: at the top dose activity change, negative = inhibition, hits mostly inhibitors; AID 624170; O94925; note: potency is the fitted concentration of half-maximal effect; % is set by controls: 0 for no effect and ±100 for the full control effect
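Coupled fluorescence readout: glutamate oxidase/HRP/Amplex Red detect glutamate formed by hKGA from L-glutamine (1 mM solution added). Buffer 45 mM KH2PO4 pH 8.2, 0.02% Tween-20; reads at t0 and 30 min RT.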
PI4K2A inh = PI4K2A (human) kinase inhibition; AID 1346378; Q9BTU6; activity change, negative = inhibition, % at 76.9 µM; purified PI4K2A, ADP-Glo luminescence, 1 h; stronger effect = lower value; 0.13% of 420,000 active; in the data active = activity change below about -50%; inconclusive = mostly about -30% to -49%;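 note: -100% = wells without enzyme as full effect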
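Compounds are screened against recombinant PI4K2A using PI as substrate and ATP, the latter dispensed at 300 microM. Reactions run one hour at ambient temperature before ADP-Glo detection; full inhibition defined by wells lacking enzyme.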
* hit, by the source's call; i = inactive; ? = inconclusive; . = no result given; & = joins results of further samples; [ ] = dose if it differs, or a comment. Unless noted, calls come from the whole dose curve; as a rule, active = well fitted curve in the direction sought with a large enough effect; inconclusive = small, poorly fitted or top-dose-only effect, or another doubt; inactive = no such curve, though single readings can be large; an effect the other way counts as inactive or inconclusive. These rows are one share of the data. The share of hits here may be higher or lower than overall.

SMILES	Pin1 inhibitor	PGK inhibitor	ERG Ets-DNA blk	JMJD2A Tudor inh	BAZ2B inh	HP1b binding inh	G9a inh	GLS inh	PI4K2A inh
CCCCn1c(O)c(C(CC)=NC(C)c2ccccc2)c(=O)[nH]c1=O (stereo not drawn)	-4%	-2%	2%	-22%	?	7%	15%	-1%	12
CCN(CC)C(=O)Oc1ccc(OC(=O)N(CC)CC)cc1	6%	0%	24%	?	-3%	-24%	?	-9%	2
CN1CCN(c2ccc3c(c2)S(=O)(=O)c2ccccc2C3=O)CC1	?	-2%	5%	-20%	.	20%	.	6%	-1
Cc1c(P(=S)(c2ccccc2)c2ccccc2)[n+]2ccccc2n1C	-18%&-1%&2%	-4%	-1%	-27%&-12%	-3%	22%	8%	-14%&-4%	-1&1
CCOc1ccc(-n2c(/C=C/c3ccccc3)nc3ccccc3c2=O)cc1	7%	5%	2%	-16%	8%	31%	30%[59 µM]	21%	-5
CCCCCn1c(SCCCC)nc2c1c(=O)[nH]c(=O)n2C	-3%	4%	1%	?	-3%	-36%	?	-20%	-4
CCN1C(=O)NC(=O)/C(=C/c2cc(C)n(-c3sc(C)c(C)c3C#N)c2C)C1=O	?	i	6%	?	-16%	?	-33%[59 µM]	19%	-21
CCOc1ccc(CN2CCCC(C(=O)c3ccccc3OC)C2)cc1 (stereo not drawn)	-7%	5%	-8%	-6%	-4%	11%	.	-7%	-10
Cc1ccc(-n2c(O)c(C=NCc3cccnc3)c(=O)[nH]c2=O)cc1C	-6%	-2%	-13%	-2%	9%	54%[activator]	2%	-1%	6
CC1(C)CN=C(NCc2ccccc2)S1	-5%	-6%	-9%	-13%	.	41%[activator]	.	3%	-1
O=P1(NCCCn2cc[n+](Cc3nc4ccccc4[nH]3)c2)C=C(c2ccccc2)OC(c2ccccc2)=C1	-1%	9%	9%	-28%	?	0%	?	0%	-1
COCCCn1c(N)c(C(=O)OCCOC)c2nc3ccccc3nc21	2%	-12%	3%	-20%[11.4 µM]	-21%	49%[activator]	-23%[12.7 µM]	-3%	-7
CCOC(=O)C(O)(c1ccc(NC(=S)NC(=O)c2ccc(Cl)cc2Cl)c(C)c1)C(F)(F)F (stereo not drawn)	0%	-6%	-10%	-18%	-9%	-4%	10%[59 µM]	-10%	11
COc1ccc(/C=C/C(=O)c2c(O)n(CCC3=CCCCC3)c(=O)[nH]c2=O)cc1OC	?	-9%	5%	-6%[11.4 µM]	-11%	89%[activator]	-2%[12.7 µM]	18%	-6
CC(C)CCCn1c(O)c(/C=C2/C=CC=N2)c(=O)[nH]c1=O	39%[activator]	-11%	15%	-21%	-9%	26%	-2%[59 µM]	-3%	-7
Cc1ccc(OCC(=O)N/N=C\c2ccc(O)c([N+](=O)[O-])c2)c([N+](=O)[O-])c1	10%	-6%	-1%	-33%	-28%	-5%	?	5%	-4
O=c1[nH]oc2c1CCNC2	1%	-4%	1%	-17%	?	45%[activator]	-47%[59 µM]	-5%&10%	3&-2&2
COC(=O)c1sccc1NC(=O)c1ccc(C#N)cc1	?	-13%	4%	-12%	-3%	24%	10%	4%	-4
O=C(N/N=C/c1c(O)n(-c2cccc3ccccc23)c(=O)[nH]c1=O)c1ccncc1	?	0%	0%	50µM*	79µM*	34%	6%	1%	-1
COc1ccc(-c2noc(=O)n2Cc2cc(C)ccc2C)cc1	-1%	-5%	3%	42%[activator]	-20%	56%[activator]	-3%	-1%	0
O=C(COc1ccccc1)N1CCN(C/C=C/c2ccccc2)CC1	-1%	-8%	-4%	-11%	-9%	23%	1%[12.7 µM]	-2%	2
c1ccc(-c2nc(N3CCOCC3)s[n+]2-c2ccccc2)cc1	0%	-7%	0%	18µM*	-33%	?	1.1µM*	?	-3
CCN(CC1CCCN(CCc2cccc(OC)c2)C1)C(=O)c1ccc(COC)o1 (stereo not drawn)	3%	-1%	-8%	-20%	-2%	41%[activator]	28%	-2%	0
CCCCCc1cc(O)c2c3c(c(=O)oc2c1)CN(C)CC3	0%	-11%	6%	-18%	-34%	3%	-6%	47%[activator]	-2
O=C(Cc1ccccc1)Oc1cccc(-n2cnnn2)c1	0%	10%	1%	-12%	-8%	10%	.	12%	15
COc1ccccc1OCC(=O)N1CCCC(N(C)Cc2ccccc2)C1 (stereo not drawn)	3%	3%	-2%	-12%	-5%	45%[activator]	.	9%	1
Cc1cccc(CN2C(=O)CN=C(c3ccccc3)c3ccccc32)c1	-8%	3%	-6%	-5%	-5%	9%	-26%[59 µM]	6%	1
c1ccc(C2CC3CC(c4ccco4)N2O3)cc1 (stereo not drawn)	1%	-8%	-4%	-14%	5%	46%[activator]	?	-16%	0
COC(=O)C1=C(c2ccc(OC)c(OC)c2)C[C@@H]2CC[C@H]1N2C(=O)N1CCc2cc(OC)c(OC)cc2C1	3%	-5%	-4%	-9%	-30%	42%[activator]	2%[2.33 µM]	-10%	2
O=C(CF)NC(NC(=S)Nc1ccccc1O)C(Cl)(Cl)Cl (stereo not drawn)	22%	-10%	7%	-13%	-39%	16%	.	33%[activator]	-14
CN(C(=O)CN1CC=C(c2ccccc2)CC1)c1c(N)n(Cc2ccccc2)c(=O)[nH]c1=O	-2%	-5%	-3%	1%	-20%	41%[activator]	?	5%	-6
O=C(COC(=O)c1ccc(O)cc1)Nc1ccc(Cl)cc1C(=O)c1ccccc1	24%	-8%	9%	-32%	?	13%	36%[59 µM]	1%	-1
CCOC(=O)CCN=Cc1c(O)n(-c2ccc(Br)cc2)c(=O)[nH]c1=O	3%	-4%	-2%	-21%	-4%	11%	-40%	-8%	-3
N#CC(C#N)=NNc1ccc(S(=O)(=O)N2CCCC2)cc1	4%	-5%	-3%	?	?	?	?	23%	-10
CCOCC(=O)NC1CCSC1=O (stereo not drawn)	-15%	i	-7%	-9%[57.1 µM]	-6%	64%[activator]	3%[59 µM]	1%	3
CCn1cc(C(=O)NCc2ccccc2)c2ccccc21	2%	-4%	-9%	-10%	2%	10%	21%	4%	5
Cc1cc(CN(C)C)c(OC(=O)N(C)C)cc1C	-5%	-3%	-1%	3%	5%	32%	?	-3%	6
CCCCC(=O)N/N=C/c1c(O)n(CCc2ccc(OC)c(OC)c2)c(=O)[nH]c1=O	-13%	-1%	-3%	0%	50µM*	28%	?	-13%	-5
COc1ccc(CCNC(=O)c2c(N)n(CCN3CCOCC3)c3nc4ccccc4nc23)cc1	7%	i	-9%	1%	16%	114%[activator]	80%[activator][59 µM]	-9%	-1
CNC(=S)N/N=C1\C2CN3CCN(C2)CC1(c1ccccc1)C3	4%	-17%	0%	-12%[57.1 µM]	-1%	34%	30%[59 µM]	14%	-3
CCOC(=O)c1c(NC(=O)c2c(N)n(CCCOC)c3nc4ccccc4nc23)sc2c1CCCC2	8%	-8%	.	-14%	-31%	-10%	4%	-10%	-3
O=C(c1cccnc1)c1cc2ccccc2[nH]1	1%	-8%	-9%	1%	1%	35%	-5%[59 µM]	0%	0
Cc1c(N=Nc2c(O)n(C)c(=O)n(C)c2=O)c(=O)n(-c2ccccc2)n1C	1%	-4%	-1%	-30%	35µM*	26%	?	7%	-4
C[C@]12CCC3C(CC[C@@H]4C[C@H](O)CC[C@]34C)C1CCC2=O (stereo partly drawn)	-1%	i	10%	-6%	.	30%	.	-8%	-1
COC1C(O)C(C)OC(OC2C(Oc3cccc4c(O)c5c(=O)oc6ccc(C)c7c(=O)oc(c34)c5c67)OC(C)C(O)C2O)C1O (stereo not drawn)	34%[activator]	i	.	-5%	.	32%	.	4%	-4
COCCOC(=O)c1c(N)n(Cc2ccccc2)c2nc3ccccc3nc12	-5%	4%	2%	-16%[11.4 µM]	-15%	19%	3%[12.7 µM]	-1%	-6
COc1cc(Cn2c(N)c(C(=O)NCc3ccco3)c3nc4ccccc4nc32)cc(OC)c1OC	55%[activator]	-4%	2%	7%	-13%	70%	?	1%	?
CCN(CC)C(=O)c1ccc(NC(=O)c2cccc(C(F)(F)F)c2)cc1	-4%	0%	3%	-2%	-2%	40%[activator]	15%	2%	0
Fc1cccc(C2NCCc3[nH]cnc32)c1 (stereo not drawn)	0%	-9%	-4%	-7%	9%	32%	33%[activator][59 µM]	8%	-4
CN(C)CCOC(=O)c1cn(Cc2ccccc2)c2ccccc12	1%	-7%	-18%	-20%	-31%	6%	-34%[0.0925 µM]	-3%	12
Later entries:
SMILES	Pin1 inhibitor	PGK inhibitor	ERG Ets-DNA blk	JMJD2A Tudor inh	BAZ2B inh	HP1b binding inh	G9a inh	GLS inh	PI4K2A inh
CC[C@]1(C(=O)OC)[C@H]2C(=O)N(Cc3ccccc3)C(=O)[C@H]2[C@H]2CN=C(SCc3ccc(C#N)cc3)N21	?	2%	3%	-32%	.	19%	.	1%	0
CCCCCCCCCCOC(=O)CCN1CC1	-10%	-4%	5%	-22%	.	3%	.	5%	-1
CC(=O)Nc1ccc([As](=O)(O)c2ccc([N+](=O)[O-])cc2)cc1	-5%	-6%	-7%	-17%	-3%	-7%	-30%	9%	2
CCOc1ccc(-n2c(O)c(C=Nc3ccc(N(CC)CC)cc3)c(=O)[nH]c2=O)cc1	?	-13%	.	-9%	-35%	32%	?	-5%	-13

Screens deposited in PubChem BioAssay by National Center for Advancing Translational Sciences (NCATS).
